Compound activity (PubChem BioAssay)
Bim-Bcl-2 – disrupts Bim peptide binding to human Bcl-2; 190,000 tested, 0.06% active; P10415; inhibition, % at 10 µM; Bead-based flow cytometry, Bim peptide-Bcl-2 binding; in the data active = inhibition above about 40%; inconclusive = no clear call, values can overlap the other calls;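 also: 0% = no compound wells with probe peptide and 100% = reference peptide inhibitor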
Target sequence (P10415 whole entry, looked up): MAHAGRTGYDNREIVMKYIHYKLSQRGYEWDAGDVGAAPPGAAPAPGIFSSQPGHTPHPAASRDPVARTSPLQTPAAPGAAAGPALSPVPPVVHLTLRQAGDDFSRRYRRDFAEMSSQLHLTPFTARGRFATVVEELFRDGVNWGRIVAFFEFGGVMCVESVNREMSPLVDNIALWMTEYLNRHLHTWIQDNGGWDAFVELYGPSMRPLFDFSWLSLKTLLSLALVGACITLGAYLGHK
RGS7-Gao – modulates binding of RGS7 to human Galphao; binding response (% of control), % at 10 µM; 220,000 tested, 0.35% active; Multiplexed bead flow cytometry; actives lie on both sides; AID 1439; in the data active = binding response below about 49% or above about 150%; inconclusive = no clear call, values can overlap the other calls; inactive = in between;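 also: fluorescent Galphao held in activated GDP-AlF4 state binding bead-coupled RGS7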
Target sequence (P09471 whole entry, looked up): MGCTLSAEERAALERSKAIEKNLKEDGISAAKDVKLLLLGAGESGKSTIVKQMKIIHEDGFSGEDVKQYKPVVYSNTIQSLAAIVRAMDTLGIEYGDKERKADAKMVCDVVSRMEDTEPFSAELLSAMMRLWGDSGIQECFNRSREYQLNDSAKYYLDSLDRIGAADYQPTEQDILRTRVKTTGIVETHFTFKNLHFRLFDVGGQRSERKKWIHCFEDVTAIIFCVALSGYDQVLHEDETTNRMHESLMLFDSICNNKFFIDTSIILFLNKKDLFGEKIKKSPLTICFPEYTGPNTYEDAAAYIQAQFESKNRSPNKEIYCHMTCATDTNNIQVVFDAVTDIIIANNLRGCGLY
Mcl1 Noxa PPI – Mcl-1/Noxa interaction inhibition; TR-FRET Mcl-1/Noxa peptide binding, 2 h; inhibition, % at 21.7 µM; AID 1022; 220,000 tested, 1.5% active;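 active = compounds that cut the protein-peptide binding signal by more than 50% relative to plate controls in a single-dose test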;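 also: His-tagged Mcl-1 with rhodamine Noxa BH3 peptide and terbium anti-His antibody; 0% = Mcl-1 plus Noxa peptide wells and 100% = peptide-only wells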
Bfl-1 Bim block – disrupts Bim binding to human Bfl-1; Q16548; 190,000 tested, 0.12% active; Bead-based flow cytometry, Bim-Bfl-1 binding inhibition; inhibition, % at 10 µM; AID 1008;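 also: 0% = wells without compound plus tracer and 100% = blocker peptide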
Bim-Bcl-W – human Bim-Bcl-W interaction inhibition; Q92843; 190,000 tested, 0.02% active; inhibition, % at 10 µM; bead-based flow cytometry, Bim peptide-Bcl-W binding;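 also: 0% = bound tracer without compound and 100% = peptide blocker; higher means less fluorescent Bim peptide bound to Bcl-W beads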
Target sequence (Q92843 whole entry, looked up): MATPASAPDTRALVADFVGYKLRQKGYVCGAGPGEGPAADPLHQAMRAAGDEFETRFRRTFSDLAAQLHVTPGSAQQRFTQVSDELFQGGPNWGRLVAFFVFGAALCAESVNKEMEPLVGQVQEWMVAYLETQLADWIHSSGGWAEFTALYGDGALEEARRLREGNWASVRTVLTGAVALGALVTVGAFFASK
RGS8-Gao – regulators of human RGS8-Galphao interaction | multiplexed bead flow cytometry, RGS8-Galphao binding; actives lie on both sides | response (percent of control binding), % at 10 µM | 220,000 tested, 0.34% active | AID 1423; in the data active = response below about 60% or above about 140%; inactive = in between;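 also: Galphao activated as the GDP aluminium fluoride complex binding bead-coupled RGS8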
Mcl-1 Bim block – inhibitors of Bim-Mcl-1 interaction, human; Q07820; Bead-based flow cytometry, Bim peptide-Mcl-1 binding; inhibition, % at 10 µM; 190,000 tested, 0.1% active;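 also: 0% = no compound tracer wells and 100% = peptide blocker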
Bcl-XL Bim block – disrupts Bim peptide binding to human Bcl-XL; Q07817; 190,000 tested, 0.04% active; bead flow cytometry, fluorescence; inhibition, % at 10 µM
RGS4-Gao reg – modulates binding of RGS4 to human Galphao; Multiplexed bead flow cytometry; actives lie on both sides; P09471; 220,000 tested, 0.33% active; binding response (% of control), % at 10 µM; in the data active = binding response below about 49% or above about 150%; inactive = in between;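 also: fluorescent Galphao activated with aluminum fluoride binding bead-coupled RGS4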
Bcl-B Bim block – disrupts Bim peptide binding to human Bcl-B; 190,000 tested, 0.073% active; inhibition, % at 10 µM; Q9HD36; bead-based flow cytometry;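 also: 0% = tracer peptide without compound and 100% = reference inhibitor peptide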
Mcl1 Bid PPI – disrupts binding of human Mcl-1 to Bid peptide. Q07820. TR-FRET Mcl-1/Bid-Dy647 peptide binding, 1536-well. inhibition, % at 21.7 µM. 220,000 tested, 0.97% active. AID 1021;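 active = compounds that cut the binding signal by more than half at the single screening dose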;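 also: His-tagged Mcl-1 with europium anti-His antibody binding Bid BH3 peptide; 0% = Mcl-1 plus peptide wells and 100% = peptide-only wells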
* hit, by the source's call; ? = inconclusive; / = not tested or not shown. Rule as the data show it, unless noted: active = inhibition above about 40%. An unsorted share of the library. Share with any hit: about 2.7%.

The line under a structure holds: Bim-Bcl-2, RGS7-Gao, Mcl1 Noxa PPI, Bfl-1 Bim block, Bim-Bcl-W, RGS8-Gao, Mcl-1 Bim block, Bcl-XL Bim block, RGS4-Gao reg, Bcl-B Bim block, Mcl1 Bid PPI
- CC(C)(C)c1ccc(NC(=O)Nc2ccc(OCC(=O)N3CCOCC3)cc2)cc1
  -4, 116, 11, -3, -2, 106, -1, -5, 104, -3, -6
- CCc1ccc(NC(=O)CCn2cccc2)cc1
  1, 100, 9, 0, 3, 99, 0, 2, 100, 0, -40
- COc1ccc(F)cc1S(=O)(=O)NC(Cc1ccccc1)C(N)=O (centres undefined)
  -1, 96, -6, -1, -2, 103, 0, -3, 100, 0, -28
- Nc1cc(N)c(OCC(F)(F)F)cc1OCC(F)(F)F
  8, 100, 13, 27, 10, 96, 0, 0, 97, -4, -45
- COC(=O)c1ccc(S(=O)(=O)N2CCCCC2)o1
  -2, 100, 3, -2, 0, 99, -3, -3, 99, -4, -6
- CCOn1c(SC(C)C)nc2ccccc2c1=O
  -10, 104, -2, -12, 0, 95, -5, -7, 88, -10, 14
- CCOC(=O)c1[nH]cnc1C(=O)NC1CCCCC1
  -8, 103, 6, -11, 4, 101, -1, -4, 105, -8, 13
- COc1ccc(C(=O)O/N=C(\N)c2ccncc2)cc1OC
  -3, 103, 10, -2, -1, 91, -4, -1, 102, -1, -2
- CCN(C(=O)COC(=O)c1cc(S(=O)(=O)N2CCOCC2)c(Cl)cc1Cl)C1CCS(=O)(=O)C1 (centres undefined)
  -3, 100, 10, -1, 1, 101, -1, 2, 104, -1, -7
- CCOC(=O)c1c(NS(=O)(=O)Cc2ccccc2)sc2c1CCCC2
  -10, 100, 30, -10, 0, 103, 0, 2, 103, -10, 8
- COc1ccc(CNC(=O)C2(C)Cc3ccccc3C(=O)O2)cc1 (centres undefined)
  1, 100, 12, -4, 3, 100, 2, -1, 103, 0, -24
- O=C(c1ccc(C23CC4CC(CC(C4)C2)C3)o1)N1CCOCC1
  -7, 98, 19, -15, 0, 101, 0, -8, 99, -6, 20
- CCOC(=O)C1=C(c2ccccc2)NC(=S)NC1c1ccc(Cl)c([N+](=O)[O-])c1 (centres undefined)
  7, 96, 42, 16, 2, 94, 0, 5, 97, 6, -27
- CCc1nc(NC(C)(C)C)c2cnn(-c3ccccc3)c2n1
  /, ?, 16, /, /, 101, /, /, 101, /, 13
- CCOC(=O)c1c(N)c(C#N)c2n1CCCC2
  -3, 97, -3, -1, -1, 98, -1, 0, 94, 0, -24
- COc1cc(/C=N/NC(=O)C(=O)NCC2CCCO2)cc(Cl)c1O (centres undefined)
  /, ?, 21, /, /, 102, /, /, 105, /, -52
- CC1=C(C(=O)N2CCOCC2)C(c2c(F)cccc2F)NC(=O)N1 (centres undefined)
  0, 98, 10, 3, 0, 98, -3, 0, 95, 0, -24
- COc1ccc(N2C(=O)CCC(C(=O)NCc3ccccn3)C2c2ccc(OC)c(OC)c2)cc1 (centres undefined)
  -7, 105, -4, -11, -3, 109, -1, -10, 112, -11, -16
- Cc1[nH]n(C(N)=S)c(=O)c1N=Nc1cc(-c2ccc(Br)cc2)[nH]n1
  2, ?, 28, 6, -2, 107, -5, -3, 105, 3, -54
- CC(=O)c1cccc(NC(=O)COc2ccccc2C(=O)c2cc(C#N)c(=O)n(C3CCCCC3)c2)c1
  -1, 99, -4, -2, -1, 100, -4, -4, 95, -2, -15
- CCNc1nnc(-c2ccncc2)s1
  -1, 100, 25, -7, 3, 98, 0, 0, 93, -6, 14
- CCOC(=O)c1cnn(-c2ccc(C)cc2)c1N
  -2, 95, 6, -11, 0, 104, 0, -2, 104, -3, -9
- COC(=O)c1sccc1NC(=O)CSc1ccccc1NS(=O)(=O)c1ccc(Br)cc1
  -3, 98, 2, -4, 0, 101, -4, -4, 102, -2, -11
- Cc1ccc(CN(C(=O)Cn2nnc3ccccc32)C(C(=O)NCc2ccco2)c2cccs2)cc1 (centres undefined)
  0, 92, 19, 2, 0, 102, -2, 0, 87, 1, -31
- CC(=O)Nc1ccc(Oc2nc(C)cc(C)n2)cc1
  -7, 96, 0, -10, 2, 100, 0, -3, 101, -3, -3
- COc1cc(/C=C/C(=O)OCC(=O)NC(=O)NC(C)(C)C)ccc1OCC#N
  0, 101, 20, -1, -2, 103, -6, -3, 100, -9, -1
- COc1cc(N=CC2=C(O)c3ccccc3C2=O)cc(OC)c1
  -7, 101, 9, -14, -2, 99, -1, -10, 101, -9, 22
- CN(CC(=O)N1CCc2ccccc21)S(=O)(=O)c1cccc2cccnc12
  -11, 99, 12, -10, 0, 105, -1, -5, 100, -8, -19
- CC(=O)Oc1ccc(C(=O)OCC(=O)c2c(N)n(C)c(=O)n(C)c2=O)cc1OC(C)=O
  0, 84, 15, -3, 2, 96, 3, 1, 95, 0, -21
- CC(=O)Nc1ccc(NS(=O)(=O)c2ccc3ccccc3c2)cc1
  0, 109, 7, 0, 2, 107, 0, 0, 113, -2, -43
- COc1ccc2[nH]c3c(=O)n(Cc4ccc(C(=O)NCC5CCCO5)cc4)c(=S)[nH]c3c2c1 (centres undefined)
  -1, ?, 62*, 13, 1, 99, -1, 0, 103, -47, -31
- Cc1ccc(C)c(NC(=O)COC(=O)CCC(=O)c2cccs2)c1
  -2, ?, 1, -1, -2, 99, 0, -2, 94, 0, -18
- Cc1ccc(C)c(CSc2nnc(C)c(=O)n2N)c1
  2, 100, -2, -4, -9, 100, -21, -13, 100, -3, 1
- O=C(NCc1ccco1)c1ccc(Cn2c(=O)c3sccc3n(Cc3cccc(F)c3)c2=O)cc1
  -4, 102, 7, -7, 4, 100, 10, -2, 98, -1, -16
- O=C(O)c1cc([N+](=O)[O-])ccc1Nc1ccccc1
  2, 86, 9, 5, 4, 90, 3, -4, 94, 4, 0
- COc1ccc(S(=O)(=O)NCC(c2cccnc2)N2CCN(c3ccccc3)CC2)cc1C (centres undefined)
  0, 102, 23, -5, -3, 101, 0, 0, 100, -4, -20
- O=C(Oc1ccc(-c2csnn2)cc1)C1CC1
  /, ?, 12, /, /, 103, /, /, 100, /, -19
- CC(=O)c1ccc(Oc2cc(C)nc(N3CCOCC3)n2)cc1
  0, 101, -3, 0, -2, 105, 0, 0, 103, 0, -2
- Cc1ccc(S(=O)(=O)N(C)C)cc1NC(=O)Nc1c(-c2ccccc2)noc1C
  /, ?, -4, /, /, 99, /, /, 102, /, -19
- COc1ccc(N(C(=O)c2ccncc2)S(=O)(=O)c2cccs2)cc1
  /, ?, 35, /, /, 103, /, /, 110, /, 5
- OCCOc1cccc(CN2CCC(CO)(CCOc3ccccc3)CC2)c1
  1, 102, 12, -4, -1, 99, -1, -3, 101, -4, -27
- COc1ccc2[nH]c3c(=O)n(N)c(C)nc3c2c1
  -5, 104, 3, -7, -1, 104, -4, -8, 102, -5, -12
- CCCc1cc(=O)[nH]c(SCC(=O)OCc2ccccc2)n1
  -10, 100, 17, -23, -3, 103, -4, -8, 101, -7, 5
- CC(=O)Nc1ccc(OCC(O)Cn2ccnc2)cc1 (centres undefined)
  -6, 104, 3, -7, 0, 100, -1, -4, 103, -4, -62
- Cc1n[nH]c(C)c1CCC(=O)N/N=C/c1c(C)[nH]c2ccccc12
  /, ?, 6, /, /, 103, /, /, 105, /, -37
- CC(C)CCN1C(=O)c2ccc(C(=O)NCC3CCCO3)cc2C1=O (centres undefined)
  5, 98, 10, -2, -1, 99, -3, -6, 101, -1, -11
- COc1ccccc1OCC(=O)Nc1nc(-c2ccc(S(=O)(=O)N3CCOCC3)cc2)cs1
  -8, 97, -20, 1, -4, 100, -2, -6, 100, -5, -16
- CC(C)C(NS(=O)(=O)c1cc(C(=O)O)ccc1Cl)C(=O)O (centres undefined)
  -4, 103, 12, -3, -2, 101, 0, -2, 100, -3, -16
- O=C(Nc1cccnc1)Nc1ccc(Cl)cc1Cl
  -3, ?, 7, -5, 0, 101, 0, -1, 100, -1, -17
- CC1CCN(c2ncnc3nc[nH]c23)CC1
  -8, 101, 9, -7, 3, 102, 1, -2, 102, -6, 6
- CCOc1ccc(S(=O)(=O)N(C)c2ccc(OCC(=O)NC3=NCCS3)cc2)cc1
  -3, 99, -15, 0, 0, 101, -2, -3, 98, -1, -23
- Cc1ccnc(N2CCCC(C(=O)NCc3cccs3)C2)n1 (centres undefined)
  1, 113, -10, -1, -2, 115, -1, -3, 114, -2, 2
- COc1ccc(OC)c2c1sc(=NC(=O)C1CC1)n2C
  /, ?, -4, /, /, 101, /, /, 106, /, -20
- Cn1cnnc1Sc1cc(N2CCN(S(=O)(=O)c3ccc4ccccc4c3)CC2)ccc1[N+](=O)[O-]
  15, 101, -8, 14, 7, 101, 10, 12, 101, 10, -25
- Clc1nc(-c2ccccc2)cc(-c2ccccc2)n1
  -6, 105, 8, -3, -3, 104, -3, -1, 102, -4, 16
- O=C(CSc1nnc2scc(-c3ccccc3)n12)Nc1ccc2c(c1)OCCO2
  -2, 99, 0, 1, -1, 98, -1, -5, 101, -4, -12
- O=S(=O)(Nc1ccc(Cl)nn1)c1ccccc1
  -5, 104, 22, -7, -3, 103, -1, -4, 105, -4, -14
- CC(=O)Nc1cc(C(=O)OCC(=O)c2ccc(Cl)cc2Cl)ccc1C
  -3, 90, -1, -2, -4, 92, -3, 0, 83, 0, -21
- COc1cc(C)c(-c2cc(C(=O)O)c(C)o2)cc1C(C)C
  -7, 99, 3, -6, 3, 100, 3, -2, 101, -4, -59

Profiles, looked up by structure. Order of screens: Bim-Bcl-2, RGS7-Gao, Mcl1 Noxa PPI, Bfl-1 Bim block, Bim-Bcl-W, RGS8-Gao, Mcl-1 Bim block, Bcl-XL Bim block, RGS4-Gao reg, Bcl-B Bim block, Mcl1 Bid PPI
Listed for O=C(Nc1cccnc1)Nc1ccc(Cl)cc1Cl = -3, ?, 7, -5, 0, 101, 0, -1, 100, -1, -17
Listed for CCCc1cc(=O)[nH]c(SCC(=O)OCc2ccccc2)n1 = -10, 100, 17, -23, -3, 103, -4, -8, 101, -7, 5
